# TRHR agonist: TRH receptor (human) agonism. P34981. TRHR cells, calcium flux fluo-8, FDSS agonist mode. activation, % at 2 µM. 360,000 compounds, 0.18% hits; in the data active = activation above about 30%; also: 0% is about no effect
# Target sequence (P34981 whole entry, looked up): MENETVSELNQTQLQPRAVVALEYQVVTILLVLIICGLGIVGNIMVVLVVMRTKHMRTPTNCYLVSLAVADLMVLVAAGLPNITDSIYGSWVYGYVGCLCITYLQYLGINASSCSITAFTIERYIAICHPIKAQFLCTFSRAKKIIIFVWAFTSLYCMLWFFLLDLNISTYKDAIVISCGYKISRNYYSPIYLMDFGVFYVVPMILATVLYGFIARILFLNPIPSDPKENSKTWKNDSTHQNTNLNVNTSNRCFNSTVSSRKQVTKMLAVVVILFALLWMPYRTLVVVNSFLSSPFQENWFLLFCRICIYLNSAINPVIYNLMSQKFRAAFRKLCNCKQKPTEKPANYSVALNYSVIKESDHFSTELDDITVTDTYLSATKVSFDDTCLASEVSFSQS
#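 Agonist-mode FDSS calcium read (Ex 480/Em 530, 1 s cycles) in 1536-well TRHR cells with fluo-8 dye, after 10-cycle baseline and 23 nL compound addition; TRH at EC20 (10 nM final) added afterwards for the enhancer phase.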
# D2 potentiator: D2 dopamine receptor (human) potentiation | P14416 | HEK293 T-REx D2, calcium flux, EC20 dopamine potentiation | potentiation, % at 10 µM | 340,000 compounds, 0.34% hits;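 active = potentiation over 3 SD above the plate norm, cut at about 30% in these data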; also: 0% is about no effect
#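 Potentiation of an EC20 dopamine calcium response is measured in a force-coupled, tetracycline-inducible Hek293 Trex D2 line. Compound-only kinetic reads over 180 s flag agonists before dopamine addition.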
# RXFP1 agonist: agonists of human relaxin receptor RXFP1. Q9HBX9. HEK293T-RXFP1 cAMP TR-FRET, 30 min; response scale: percent of porcine relaxin response, buffer zero. Potency, µM (titrated, usually from 57.5 µM), inactives show at the top dose activation, actives largely listed as activators. 370,000 compounds, 0.3% hits; also: potency is read from the fitted curve at half-maximal effect; % is scaled to controls: 0 for no effect and ±100 for the full control effect; nearly all actives have a fitted effect of over 60% in size; many of its hits are not listed in these tables
#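 cAMP rise read by TR-FRET after 30 min, 37C compound exposure (up to 58 uM) in RXFP1-transfected HEK293 cells with Ro 20174 present. EC50 from Hill-equation fits, with 29 nM porcine relaxin as 100% and buffer as basal.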
# D1 PAM: enhances dopamine response at the human D1 receptor | potentiation, % at 10 µM | P21728 | 360,000 compounds, 0.036% hits | HEK293 TREx D1 cells, calcium flux, dopamine EC20 potentiation; in the data active = potentiation above about 30%; also: 0% is about no effect
# Target sequence (P21728 whole entry, looked up): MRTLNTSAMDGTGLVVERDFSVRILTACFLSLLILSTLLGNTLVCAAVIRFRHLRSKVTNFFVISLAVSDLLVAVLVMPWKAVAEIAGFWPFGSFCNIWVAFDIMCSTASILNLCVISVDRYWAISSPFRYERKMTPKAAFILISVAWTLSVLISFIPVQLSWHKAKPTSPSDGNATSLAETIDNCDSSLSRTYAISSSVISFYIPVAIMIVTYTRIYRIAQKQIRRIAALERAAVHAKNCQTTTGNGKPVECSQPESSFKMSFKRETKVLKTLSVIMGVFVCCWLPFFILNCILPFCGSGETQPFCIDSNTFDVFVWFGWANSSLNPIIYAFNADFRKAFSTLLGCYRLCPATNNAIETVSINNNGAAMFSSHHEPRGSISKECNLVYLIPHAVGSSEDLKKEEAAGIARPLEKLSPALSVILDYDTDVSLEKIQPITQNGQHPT
# TRHR PAM: TRH receptor (human) allosteric enhancement. enhancement, % at 2 µM. TRHR cells, fluo-8 calcium fluorescence, EC20 TRH enhancement. 360,000 compounds, 0.66% hits; in the data active = enhancement above about 30%; also: 0% is about no effect
#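 Enhancer read-out: after compound pinning and an initial kinetic agonist-mode read, an EC20 of TRH (10 nM final) was injected and fluo-8 calcium signal (Ex 480/Em 530) followed at 1 s/cycle for 100 cycles in TRHR-expressing cells.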
# D1 agonist: activates the human D1 dopamine receptor | 360,000 compounds, 1% hits | HEK293 T-REx D1 cells, calcium flux, agonist mode | AID 504660 | activation, % at 2 µM; in the data active = activation above about 30%; also: 0% is about no effect
#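 Tetracycline-induced HEK293 TREx D1 cells, force-coupled to calcium signalling, were dye-loaded with a no-wash calcium kit. Compound was pin-added after a 10 s baseline. Fluorescence was read kinetically at 1 cycle/s for 180 s, with calcium rises flagged as agonism.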
# D1 antag: antagonists of human D1 dopamine receptor; HEK293 TREx D1 cells, calcium flux, dopamine EC80; active compounds read low; activity change, negative = inhibition, % at 10 µM; 360,000 compounds, 3.2% hits; AID 504652; in the data active = activity change below about -30%; also: % is scaled to controls: 0 for no effect and ±100 for the full control effect
#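 Inducible Hek293 Trex D1 cells (tetracycline, overnight, 30 C). Calcium dye 30–90 min RT. Antagonist mode: EC80 dopamine added after 180 s compound read.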
# RXFP1 antagonist: antagonists of human relaxin receptor RXFP1; Q9HBX9; HEK293-RXFP1, relaxin-stimulated cAMP HTRF, 30 min; active compounds read low; activity change, negative = inhibition, % at 57.5 µM; 350,000 compounds, 0.59% hits;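 active = activity change of -60% or lower, but not beyond a set lower limit; inconclusive = change between -60% and -40%, or beyond the set limit; inactive = change above -40%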; also: % is scaled to controls: 0 for no effect and ±100 for the full control effect
# Apoferritin bind: binds horse apoferritin like a general anesthetic | P02791 | apoferritin/1-aminoanthracene competitive binding, fluorescence | Potency, µM (highest dose often 77.5 µM), for the others: top-dose activity change, negative = displacement, hits mostly inhibitors | 350,000 compounds, 0.074% hits; also: potency is read from the fitted curve at half-maximal effect; % is scaled to controls: 0 for no effect and ±100 for the full control effect; nearly all actives have a fitted effect of over 20% in size
# Target sequence (P02791 2-175 limits assumed): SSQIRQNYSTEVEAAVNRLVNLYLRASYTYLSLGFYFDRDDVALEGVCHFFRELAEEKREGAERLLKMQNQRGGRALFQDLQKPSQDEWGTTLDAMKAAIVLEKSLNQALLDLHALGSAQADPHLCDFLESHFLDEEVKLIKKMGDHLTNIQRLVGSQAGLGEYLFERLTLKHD
#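 In PBS, apoferritin at 10 uM is loaded with 1-AMA from a 50% saturated solution. After 10 min of compound exposure at ambient temperature, reduced 535 nm fluorescence indicates probe displacement.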
# * hit, by the source's call; ? = inconclusive; . = not tested or not shown; & = joins results of further samples; [ ] = dose if it differs, or a comment. Unless noted, calls follow the shape of the dose curve; as a rule, active = well fitted curve in the direction sought with a large enough effect; inconclusive = small, poorly fitted or top-dose-only effect, or another doubt; inactive = no such curve, though single readings can be large; an effect the other way counts as inactive or inconclusive.
canonical_smiles,TRHR agonist,D2 potentiator,RXFP1 agonist,D1 PAM,TRHR PAM,D1 agonist,D1 antag,RXFP1 antagonist,Apoferritin bind
Cc1noc(C)c1S(=O)(=O)N1CCCC(C(=O)N2CCC(C)CC2)C1 (stereo not drawn),-0.1,0,1.0%,-3,7,2,5,-6,-4%
CCc1cc(=O)oc2cc3occ(-c4ccc(OC)c(F)c4)c3cc12,-1.0,8,7.3%,-10,28,5,-14,1,-7%
O=C1CN(C(=O)COc2ccc(Br)cc2)c2ccccc2N1,-0.5,-5,-0.2%,-5,-2,0,-4,-5,-15%
CC1(C(=O)O)CCC(C(=O)Nc2ccccc2O)C1(C)C (stereo not drawn),-0.2,-4,-0.4%,-1,-3,0,-8,10,1%
O=C(NCc1ccncc1)c1cccc(F)c1,0.0,-6,3.9%,-5,2,1,-8,-6,-8%
COc1ccc(C(=O)NC(CO)c2nnc(SCc3ccc(Cl)c(Cl)c3)n2C)cc1 (stereo not drawn),-0.4,1,2.7%,0,-4,0,-34*,-15,-17%
CN(C(=O)c1nn(C)c2c1CS(=O)(=O)c1ccccc1-2)c1cccc(Cl)c1,-0.1&-0.8,1&-7,-0.4%&-1.1%,1&1,-1&5,0&-2,-7&3,-2&0,6%&5%
COc1ccc(C(=O)N2CCN(Cc3ccccc3C(F)(F)F)CC2)cc1,32*,6,1.1%,0,-8,7,-4,-5,7%
CC(C)c1ccc(/C=N/NC(=O)C(=O)NCCCN2CCOCC2)cc1,0.1,.,0.0%,6,0,0,-13,3,-5%
Cc1ncc([N+](=O)[O-])n1CCOC(=O)NC(NCc1ccccc1)C(Cl)(Cl)Cl (stereo not drawn),-0.2,0,-0.5%,-4,-2,5,-11,0,-10%
NC(=O)c1sc2nc3c(c(-c4cccs4)c2c1N)CCCCC3,0.2,5,-0.4%,-4,19,0,13,-3,-8%
COc1ccc(S(=O)(=O)NNC(=O)Nc2ccccc2OC)c(OC)c1,-1.9,6,3.0%,-2,6,2,-24,0,-4%
CCOc1ccc(C(=O)NC(C)(C)CC)cc1,-0.1,4,0.6%,4,3,-1,1,17,-16%
CCc1ccc(C(=O)N2CCN(S(=O)(=O)c3sc(C(=O)O)c(C)c3C(=O)O)CC2)cc1,0.1,.,-0.8%,-1,4,3,-69*,9,.
Cc1ccc(NC(=O)C2CCN(S(=O)(=O)c3c(C)[nH]c(=O)[nH]c3=O)CC2)cc1,0.1,-1,-0.9%,-2,3,0,-7,14,2%

# Further structures.
canonical_smiles,TRHR agonist,D2 potentiator,RXFP1 agonist,D1 PAM,TRHR PAM,D1 agonist,D1 antag,RXFP1 antagonist,Apoferritin bind
Cc1ccc(N2C(=O)CC3(CC4C=CC3C4)C2=O)cc1 (stereo not drawn),-0.5,15,0.6%,-6,5,2,-21,-16,7.9µM*
CC(C)NC(=O)NC(=O)CSc1ncccn1,0.4,-4,-1.4%,-1,-2,-1,7,-2,-3%
COCCCn1c2nc3ccccc3nc2c2c(=O)n(-c3ccccc3OC)c(C)nc21,-0.1,4,9.1%,-3,-2,0,1,.,-4%
Cc1ccc2c(c1)c1ncnc(N3CCOCC3)c1n2C,-0.2,-5,4.9%,3,1,0,-4,.,172%[activator]
COc1ccccc1OCCCCn1c(C(C)O)nc2ccccc21 (stereo not drawn),-0.1,10,0.0%,-7,-8,1,-2,4,-5%
O=C(O/N=C(/c1ccccc1)c1ccncc1)c1ccccc1[N+](=O)[O-],-2.1,-2,-0.3%,-6,-8,0,-9,-16,-16%
O=C(CCCc1cccs1)Nc1nc(-c2ccc(F)cc2)cs1,-0.2,5,-0.8%,-8,9,1,19,-10,-15%
Cc1cc(C)cc(C(=O)NC(CC(N)=O)c2ccc(NCCN3CCCC3)c([N+](=O)[O-])c2)c1 (stereo not drawn),-0.4,1,-1.5%,-4,18,1,-2,.,-16%
CC(NC(=O)c1ccc(NC(=O)CC2SC(N3CCCC3)=NC2=O)cc1)c1ccc(S(N)(=O)=O)cc1 (stereo not drawn),0.4,.,0.0%,-4,7,3,21,9,.
O=C1N(c2ccccc2C(F)(F)F)O[C@]1(c1ccccc1)C1CCCCC1,-0.4,-2,2.0%,9,2,2,.,.,.
CC1=C(C(=O)Nc2ccc(Cl)cc2)C(c2cccs2)n2nc(SCc3cccc(C)c3)nc2N1 (stereo not drawn),1.6,-4,5.3%,12,3,7,-5,.,-4%
CS(=O)(=O)N1CCN(c2ccccc2NC(=O)c2ccc(Br)o2)CC1,-0.4,13,-0.1%,2,-3,1,26,5,-14%
O=C(CSc1ccccc1)Nc1nnc(/C=C/c2ccccc2)s1,-0.2,5,1.6%,10,2,9,15,0,-5%
O=C(N/N=C/c1ccccc1F)c1csc2c1CCCC2,0.9,.,0.3%,-2,-6,1,2,-1,-18%
COC(=O)c1sc(N)nc1C(C)(C)C,-1.1,8,-0.4%,-4,2,7,-2,-3,-1%

# New compounds follow
canonical_smiles,TRHR agonist,D2 potentiator,RXFP1 agonist,D1 PAM,TRHR PAM,D1 agonist,D1 antag,RXFP1 antagonist,Apoferritin bind
CS(=O)(=O)N1CCN(C(=O)c2cc(-c3ccncc3)nc3ccc(Cl)cc23)CC1,1.5,14,3.0%,1,7,1,-6,0,-7%
COc1ccccc1NC(=O)CS(=O)(=O)c1cn(CC(=O)N2CCOCC2)c2ccccc12,0.6,-3,0.2%,-1,0,2,6,0,-3%
NC(=O)c1ccccc1OCC(=O)Nc1ccc2c(c1)CCC2,-0.8,-14,2.0%,2,10,2,5,11,.
COc1ccc(C2NC(=O)N(C)C3=C2C(=O)N(c2ccc(C(=O)O)cc2)C3)cc1 (stereo not drawn),1.9,0,1.1%,-1,-2,-1,-11,.,-4%
CCCCCOc1ccc(/C=C/c2c([N+](=O)[O-])c(=O)n(C)c(=O)n2C)cc1,-0.3,-4,2.5%,-3,-10,8,-10,-29,?
C/C(=N\NC(=S)NC1CCCCC1)c1c(F)cccc1F,1.0,5,-0.6%,-7,0,16,-11,9,-7%
Cc1cc(C)c(C)c(OCC(=O)O/N=C(\N)c2ccncc2)c1,-0.5,2,-0.3%,-2,0,20,-1,-23,-10%
Cc1csc(NC(=O)C2CCC(C)(C(=O)O)C2(C)C)n1 (stereo not drawn),0.2,2,1.1%,1,-2,4,-5,1,-2%
Cc1c(C(=O)NC2CCOC2)oc2c(F)cccc12 (stereo not drawn),0.5,-15,2.4%,-7,23,4,6,-3,-11%
COc1cccc(-c2noc(C3CCCN(C(=O)Cc4ccccc4)C3)n2)c1 (stereo not drawn),-0.7,-4,-0.9%,-2,1,2,10,-1,5%
CCOC(=O)C1=C(O)/C(=C/c2cc(OC)c(O)c(OC)c2)SC1=Nc1ccc(OC)cc1,27,5,7.5%,-14,8,17,-64*,12,-6%
COc1ccc([N+](=O)[O-])cc1NC(=O)Cc1ccccc1Cl,-0.2,2,0.2%,2,-7,1,-13,-5,-19%
Cc1ccc(C2CC(C(F)(F)F)n3ncc(C(=O)NCc4ccco4)c3N2)cc1 (stereo not drawn),-0.1,4,-0.7%,-3,-2,2,8,-19,?
CC1(C(=O)Nc2c(F)c(F)c(F)c(F)c2F)CC1(Br)Br (stereo not drawn),0.2,-7,1.6%,-10,-4,2,-9,4,-13%
O=C1C(C=NCCN2CCOCC2)=C(O)c2ccccc21,0.4,12,5.1%,-1,4,5,7,-18,-1%

# A stretch taken from the entries so far:
canonical_smiles,TRHR agonist,D2 potentiator,RXFP1 agonist,D1 PAM,TRHR PAM,D1 agonist,D1 antag,RXFP1 antagonist,Apoferritin bind
Cc1ccc(C2CC(C(F)(F)F)n3ncc(C(=O)NCc4ccco4)c3N2)cc1 (stereo not drawn),-0.1,4,-0.7%,-3,-2,2,8,-19,?
CC1(C(=O)Nc2c(F)c(F)c(F)c(F)c2F)CC1(Br)Br (stereo not drawn),0.2,-7,1.6%,-10,-4,2,-9,4,-13%
O=C1C(C=NCCN2CCOCC2)=C(O)c2ccccc21,0.4,12,5.1%,-1,4,5,7,-18,-1%

# The results go on.
canonical_smiles,TRHR agonist,D2 potentiator,RXFP1 agonist,D1 PAM,TRHR PAM,D1 agonist,D1 antag,RXFP1 antagonist,Apoferritin bind
O=C(Nc1ccccc1F)c1ccc(-c2cccc([N+](=O)[O-])c2)o1,-1.8,-6,-0.1%,-2,-5,2,33,6,?
COc1cc(C2C3C(=O)N(c4ccc(F)cc4)C(=O)C3ON2c2ccccc2)ccc1O (stereo not drawn),0.9,2,3.8%,-6,-1,1,11,-12,-20%
CCOC(=O)N1CCN(C(=O)C2CC(=O)N(Cc3ccc(OC)cc3)C2)CC1 (stereo not drawn),-1.9,.,1.7%,-2,-2,1,-10,2,1%
O=C(NCCc1ccccc1)c1cc2sccc2n1Cc1ccc(F)cc1,0.5,-7,2.3%,-3,-7,8,-31*,.,89%[activator]
CCC(=O)Nc1ccc(N2CCN(Cc3ccccc3F)CC2)cc1,2.5,10,-1.4%,1,15,3,-10,-4,-6%
Cc1ccc(C(=O)CC(C(=O)O)P(=O)(c2ccccc2)c2ccccc2)cc1 (stereo not drawn),1.2,11,1.3%,1,3,4,16,-9,0%
CC(C)N(C(=O)CSc1ncnc2sc(-c3ccccc3)cc12)C(C)C,-0.8,13,1.1%,-1,-20,0,.,-18,-11%
COn1c(=O)c(-c2ccccc2)[n+]([O-])c2ccccc21,-0.7,14,-1.3%,-1,-3,1,2,0,5%
Cc1ccc(NC(=O)C2CCCN(c3ncnc4c3nc3n4CCCCC3)C2)c(Br)c1 (stereo not drawn),-0.4,-8,0.6%,0,12,-1,0,-5,1%
COc1cc(OC)c(NC2=CC(=O)C(=O)c3ccccc32)cc1Cl,-0.2,-3,-0.7%,-3,-7,0,8,-4,-7%
COc1ccccc1N(C)C(=O)c1cc(S(=O)(=O)N2CCCC2)cn1C,0.2,-2,8.1%,-3,-3,4,-7,-3,-6%
COc1ccc(S(=O)(=O)N2c3ccccc3OCC2C(C)(C)C)cc1 (stereo not drawn),1.1,-3,1.3%,-8,-4,4,-63*,-4,7%
CC(=O)c1cccc(NC(=O)CNC(=O)c2sc3ccccc3c2Cl)c1,1.2,-4,13%,-2,15,0,-9,-10,.
COC(=O)c1cc(NC(=O)Nc2cccc(Cl)c2)ccc1Cl,0.3,-4,0.6%,-10,15,25,-41*,5,?
O=C(CCCc1nc(-c2ccc(Cl)cc2)no1)NCC1CCCO1 (stereo not drawn),0.3,3,2.9%,-5,3,8,-19,-8,2%
CCOc1ccccc1C(=O)Nc1ccc(NC(=O)c2ccccc2)cc1,1.2,-7,1.7%,-2,34*,2,5,0,-4%

# Some of the compounds tested; the hit share may differ from the screen's.
